EBV gp42 block – EBV gp42 inhibition; Q1HVG2; Fluorescence polarization binding assay, mP read-out; inhibition, % (tested at 21.74 µM); actives 0.42% (n = 220,000); AID 1085; in the data active = inhibition above about 50%
Cl transport mod – KCC2 (human) Cl- transport modulation. Q9H2X9. KCC2 cells, thallium flux FluoZin-2 fluorescence. B-score of Tl+ flux slope (higher = more flux/activation; lower = inhibition) at 10 µM. actives 2.2% (n = 190,000);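 active = thallium flux slope and its plate-corrected score both differing from the plate sample mean at a set confidence after two filtering rounds, in either direction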;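 note: slope of fluorescence scaled to starting intensity during 10 to 20 s after thallium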
thrombin 1536 – thrombin (human) inhibition. actives 0.26% (n = 220,000). AID 1046. inhibition, % at 5 µM. P00734. alpha-thrombin, Boc-VPR-AMC fluorogenic substrate cleavage;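 active = inhibition at or above 40%; inactive = inhibition below 40%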;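 note: 0% = enzyme with no compound and 100% = wells without enzyme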
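System – human alpha-thrombin protein · Reagent – Boc-VPR-AMC substrate, 15 µM final · Compound – 5 µM single dose in 0.2% DMSO · Schedule – reaction at room temperature · Technique – AMC fluorescence at 355 nm excitation and 460 nm emission · Read-out basis – % inhibition relative to enzyme controls and enzyme-free blanks · Control set – no-compound enzyme wells and no-enzyme blanks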
Rad51 HR inh – Rad51 (human) homologous recombination inhibition; actives 0.085% (n = 200,000); inhibition, % at 10 µM; hRad51 DNA strand exchange, fluorescence dequenching; Q06609;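 active = inhibition above 40% at the single screening dose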;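 note: 0% = DMSO control wells and 100% = blanks with heterologous ssDNA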
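Material: hRad51 filaments on single-stranded DNA; Reagent: Donor/quencher-labelled 47-bp dsDNA substrate; Compound: 10 µM final, single point; Schedule: 37 °C 15-min filament assembly, 30-min compound preincubation, 15-min exchange; Technique: FRET fluorescence, excitation 485 nm, emission 520 nm; Benchmarks: control wells and blank wells on each plate.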
hK5 inh – inhibitors of human kallikrein 5; inhibition, % at 5 µM; recombinant hK5, fluorogenic AMC substrate cleavage; Q9Y337; actives 0.59% (n = 210,000);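 active = inhibition of 40% or more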;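 note: 0% = enzyme controls without compound and 100% = no-enzyme blanks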
Target sequence (Q9Y337 67-293 limits assumed): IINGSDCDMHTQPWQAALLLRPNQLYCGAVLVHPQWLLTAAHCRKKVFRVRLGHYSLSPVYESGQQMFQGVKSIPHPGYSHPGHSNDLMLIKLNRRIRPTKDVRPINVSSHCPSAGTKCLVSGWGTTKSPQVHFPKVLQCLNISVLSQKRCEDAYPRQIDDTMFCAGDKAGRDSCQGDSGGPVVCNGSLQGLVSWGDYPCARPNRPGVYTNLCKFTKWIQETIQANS
NCF1 inh – p47phox (human) inhibition; P14598; p47phox/p22phox peptide binding, fluorescence polarization, 2 h; inhibition, % at 24.7 µM; actives 0.53% (n = 220,000); AID 1274;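 note: 0% = p47phox with labelled peptide and 100% = labelled peptide alone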
Target sequence (P14598 whole entry, looked up): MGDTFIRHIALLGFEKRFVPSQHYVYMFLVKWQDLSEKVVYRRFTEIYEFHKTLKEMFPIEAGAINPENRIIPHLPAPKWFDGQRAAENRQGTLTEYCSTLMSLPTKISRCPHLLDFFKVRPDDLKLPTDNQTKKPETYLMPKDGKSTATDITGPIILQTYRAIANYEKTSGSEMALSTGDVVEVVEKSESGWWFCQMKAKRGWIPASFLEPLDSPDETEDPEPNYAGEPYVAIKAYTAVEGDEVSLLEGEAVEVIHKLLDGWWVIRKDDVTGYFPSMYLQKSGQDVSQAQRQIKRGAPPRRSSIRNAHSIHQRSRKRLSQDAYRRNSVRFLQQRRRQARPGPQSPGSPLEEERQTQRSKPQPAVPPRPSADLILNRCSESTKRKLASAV
eIF4E-4G inh – eIF4E/eIF4G interaction inhibition in translation initiation; AID 782; inhibition, % at 21.7 µM; actives 0.37% (n = 220,000); TR-FRET eIF4E-eIF4GI(517-606) binding, 2 h;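 note: 0% = full FRET control wells and 100% = background wells lacking eIF4GI fragment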
Furin inhibitor – blocks human furin protease activity; P09958; purified furin, fluorogenic substrate cleavage; inhibition, % at 30 µM; actives 0.061% (n = 220,000); AID 463115; in the data active = inhibition above about 25%; note: inactives centre near -15
14-3-3 Bad PPI – disrupts binding of bovine 14-3-3 zeta to phospho-Bad peptide | P63103 | TR-FRET 14-3-3zeta/Dy647-pBad peptide displacement, 1 h | inhibition, % at 21.7 µM | actives 0.71% (n = 220,000) | AID 781;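 active = inhibition above about 70%, limit read from the data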;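 note: 0% = full 14-3-3 plus peptide FRET controls and 100% = background without 14-3-3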
Target sequence (P63103 whole entry, looked up): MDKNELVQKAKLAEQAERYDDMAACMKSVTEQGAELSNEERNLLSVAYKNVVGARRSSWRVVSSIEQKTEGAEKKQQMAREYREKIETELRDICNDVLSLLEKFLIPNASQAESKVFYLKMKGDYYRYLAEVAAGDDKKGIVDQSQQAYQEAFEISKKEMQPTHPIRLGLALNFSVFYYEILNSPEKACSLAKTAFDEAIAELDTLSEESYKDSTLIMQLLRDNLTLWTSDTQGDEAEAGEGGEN
The depositor's hits bear a star; · = not tested or not shown; [ ] = remark or other dose.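 Rule for the calls, unless noted: active = inhibition above about 30% (limit read from the data); inactive = the rest.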

Cl transport mod,thrombin 1536,hK5 inh,EBV gp42 block,Furin inhibitor,eIF4E-4G inh,Rad51 HR inh,14-3-3 Bad PPI,NCF1 inh,Compound
·,9.1,-35.3,-1.9,0.5[20 µM],-2.2,-6.8,-8.4,0.9,CCN(CC)C(=O)CSc1nnc(-c2cc(OC)cc(OC)c2)o1
·,1.7,-10.7,-4.7,-6.1[20 µM],-0.7,-5.0,-7.1,-7.6,COc1ccc(CCNC(=O)COc2ccc(S(=O)(=O)NC(C)C)cc2Cl)cc1OC
-0.0145,-14.7,-24.9,-14.2,-10.6,3.8,18.2,15.6,3.4,Cc1ccc2[nH]c(=O)c(COC(=O)C3CCCO3)cc2c1 (stereo not drawn)
0.0958,-6.8,-7.6,-5.8,-17.1,12.6,20.2,37.6,2.2,Cc1nc(-c2cc(C#N)c(Sc3ccc(Cl)cc3Cl)nc2C)cs1
·,-0.8,-14.8,4.9,-11.7[20 µM],3.2,4.4,12.0,-1.4,COC(=O)C1=C(C)NC(C)=C(C(=O)OC)C1/C=C/c1ccccc1
-2.29,2.7,2.9,-8.7,-21.2,6.8,-2.5,-18.1,-5.8,Nc1nc(-c2ccc(Cl)cc2)c(S(=O)(=O)c2ccccc2)s1
-0.517,4.6,-16.7,-20.5,-4.7[20 µM],-2.8,-4.0,-9.0,-14.1,COc1cc(C)nc(Oc2ccc(OCc3ccccc3)nn2)n1
0.0787,-11.7,-2.3,-3.2,-18.2,0.5,-2.9,-7.5,-2.7,Cc1ccc(NC(=O)Cn2c([N+](=O)[O-])cnc2C)cc1
-1.68,-5.4,-13.5,-7.4,-12.2,-2.2,-2.1,-12.7,-10.9,N#C/C(=C/c1ccc([N+](=O)[O-])cc1)C(=O)Nc1ccccc1O
-0.206,-7.1,-14.8,-17.7,-13.1,15.4,5.3,-17.2,-16.3,Fc1ccccc1-c1ccc(/C=N/Nc2nc3ccccc3[nH]2)o1
0.632,3.2,5.2,-7.3,-21.5,-1.8,20.8,-6.1,-5.8,Cc1cn(C2OC(COC(=O)c3ccccc3)C(O)C2Cl)c(=O)[nH]c1=O (stereo not drawn)
2.4,1.8,-2.5,-8.5,-25.1[20 µM],8.0,-8.6,-0.5,4.0,COc1ccc(Br)cc1C1NC(=O)NC(C)=C1C(=O)N(C)C (stereo not drawn)
·,-0.8,2.8,-5.2,-8.4,1.7,-2.1,4.4,-2.6,Cc1nnc(SCC(=O)Nc2cccc(C(F)(F)F)c2)[nH]c1=O
-0.0632,2.4,-15.7,7.0,-19.1,-0.1,7.8,3.1,3.6,COCCNC(=S)N1CCC(C(=O)c2ccc3c(c2)OCCO3)CC1
0.836,-10.8,-1.1,-0.6,-1.0,0.9[fluorescence artefact?],2.0,-5.5,-17.0,COc1ccc(/C=N/Nc2cc(C)nc(-n3nc(C)cc3C)n2)cc1
-0.257,-0.5,2.3,-21.8,-33.3,0.8,23.6,-8.9,-3.7,Cc1cc(NC(=O)c2ccc(S(=O)(=O)N(C)CC3CCCO3)cc2)no1 (stereo not drawn)
1.01,-3.2,0.9,-0.3,-6.6,6.2,·,2.2,-17.5,COC(=O)c1cc(-c2ccc(S(=O)(=O)N3CCCCC3)cc2)c(C(F)(F)F)s1
0.239,-0.1,-3.5,-21.7,-11.0,-0.4[fluorescence artefact?],-3.7,3.9,-9.7,CCNC(=O)C12CCC(C)(C(=O)C1Br)C2(C)C (stereo not drawn)
0.306,-2.2,·,-11.5,-24.5,4.9,-7.7,-10.3,-6.9,COc1ccnc(Oc2ccccc2)c1-c1ncn[nH]1
-0.311,4.3,-8.2,1.2,-26.1,7.7,1.5,10.1,-5.5,COc1ccc(Cc2nnc(NC(=O)c3ccco3)s2)cc1OC
1.4,-6.0,-3.8,-2.2,-7.9,1.8,4.7,-20.4,-9.0,NC(=O)Nc1ccc(Nc2ccccc2)cc1
-0.214,1.2,-4.1,-6.5,-15.1[20 µM],5.4,-5.9,10.3,2.6,CCOc1ccc(NS(=O)(=O)c2ccc(N)cc2)cc1
0.858,0.4,·,8.6,-22.8,-0.9,·,-6.7,-3.8,CC(C)=C1Cc2ccccc2C1=O
0.725,-4.3,-1.1,-24.9,-9.9,-2.4,-5.2,16.9,3.8,CCC1CCCCN1C(=O)c1cc(-c2ccc(Cl)c(Cl)c2)on1 (stereo not drawn)
·,1.7,·,-11.2,-25.0,0.8,14.1,-5.5,-6.5,CN(Cc1cccc(C(F)(F)F)c1)Cc1nc(-c2cnccn2)no1
0.251,-6.6,0.8,-1.1,-28.5[20 µM],2.8,2.7,2.7,-13.9,COc1ccccc1N1CCN(CCCNC(=O)Nc2ccccc2C)CC1
0.163,-5.4,-9.7,-8.8,-20.8[20 µM],0.5,-3.4,-0.7,4.1,COCCSc1ccccc1C(=O)Nc1cccnc1
0.214,-6.8,-2.0,-11.4,-21.4,-0.9,-3.4,-8.9,6.1,O=C(NCc1ccncc1)C(F)(F)C(F)(F)C(=O)NCc1ccncc1
-0.868,0.3,14.4,-22.1,-25.9,-1.4,·,-6.8[fluorescence artefact?],-127.5,COc1ccc(-n2c(O)c(/C=N/NS(=O)(=O)c3ccc(C)cc3)c3ccccc3c2=O)cc1OC
0.494,-4.0,-15.2,-9.6,-7.3,-1.3,-0.7,14.1,3.8,Cc1cc(C)cc(NC(=O)Cn2c(SCc3cc(C)ccc3C)nc3ccncc32)c1
1.12,-0.8,0.0,-12.6,-20.8,-14.3,-3.6,8.4,0.7,CCc1nnc(NC(=O)C2CCCN(c3nc4ccccc4s3)C2)s1 (stereo not drawn)
-0.0436,-1.6,-7.3,-7.3,-11.1,2.5,10.7,-13.8,-2.3,Cc1ccn2c(C(=O)CSc3ccccc3)c(C)nc2c1
0.0272,-2.4,-1.2,4.4,-5.5,-1.0,-9.4,1.7,-41.9,CCC(=O)Nc1cccc(NC(=O)c2ccccc2Br)c1
0.471,0.3,12.3,-8.4,-19.3,-3.2,1.8,1.2,-8.0,CN1CCN(C(=S)c2ccc(Br)cc2)CC1
0.185,5.1,8.1,-9.7,-23.1,-7.9,4.2,2.4,-0.9,Cc1ccc(NC(=O)CN(C)Cc2cc(=O)n3ccsc3n2)cc1
·,-7.8,-0.7,-7.2,-21.8,-0.8,-2.6,2.4,-8.8,O=C(c1cccc(F)c1)N1CCCC(C(=O)N2CCCC2)C1 (stereo not drawn)
0.193,-0.4,-15.8,4.0,-17.6,1.4,1.6,-4.2,-9.6,Cc1cc(=O)[nH]c(SCC(=O)NCCC2=CCCCC2)n1
2.34,-2.0,-7.0,4.0,-1.5,-0.1,13.8,-17.3,-10.1,COc1cccc(/C=N/NC(=S)Nc2cccnc2)c1
-0.687,1.7,-5.3,-16.5,-12.3,-9.2,5.0,-4.9,-10.0,COc1ccc(C(=O)Nn2c(SCC(=O)NCc3ccco3)nc3ccccc3c2=O)cc1
0.438,-2.9,-11.4,-0.1,-24.5,4.7[fluorescence artefact?],-4.2,-4.2,-40.5,O=C(N/N=C\c1ccc([N+](=O)[O-])s1)c1cncc(Br)c1
-1.71,-3.7,4.3,-20.9,-22.8,-0.2,13.3,5.2,-13.6,O=C(CCCN1C(=O)/C(=C\c2cccs2)SC1=S)Nc1ccc(C(=O)O)cc1
-1.49,-4.6,0.1,1.7,-22.8[20 µM],0.7,-8.5,2.1,-11.6,N#CCSc1nc(-c2ccccc2)cs1
-0.455,2.1,-6.6,-15.8,-6.4[20 µM],3.5,-2.2,-1.4,-12.0,C(=N\N(c1ccccc1)c1ccccc1)/c1ccc2c(c1)OCO2
0.189,-0.8,-5.2,11.1,-20.9,3.4[fluorescence artefact?],-0.3,9.0[fluorescence artefact?],1.1,COc1ccc(OC)c2c(N3CCN(C)CC3)cc(C(F)(F)F)nc12
·,-5.1,-3.0,-9.4,-6.6[20 µM],-5.9,0.8,4.2,-1.4,Cc1nn(CC(=O)NCc2ccccc2Cl)c(C)c1[N+](=O)[O-]
-1.02,4.0,-5.7,-3.9,-6.5,-4.6,4.1,-6.1[fluorescence artefact?],-6.3,Cc1cc(F)ccc1NCC(=O)Nc1ccc(Br)cc1C
·,-6.3,-0.7,-10.1,-16.2,-2.6,-3.1,-0.8,-3.8,COc1ccccc1N1CCN(C(=O)COc2ccc(S(=O)(=O)NC(C)C)cc2)CC1
-1.04,-0.9,-12.3,-16.9,-19.7,-2.6,7.2,-5.5[fluorescence artefact?],-6.0,Cc1cccc(C(=O)Nc2scc(CC(C)C)c2C(=O)O)c1
·,2.4,-24.5,-0.7,-20.7[20 µM],8.3,3.5,-12.5,-9.6,CCc1ccc(N=C2N=C(N)c3ccccc32)cc1
-1.72,-4.4,-5.5,-5.8,-10.2[20 µM],-8.3,-0.5,14.0[fluorescence artefact?],-7.4,Cc1noc(C)c1C(=O)NCCCN1CCCC1=O
1.14,-6.1,-9.9,-16.9,-11.3[20 µM],6.8,-3.3,2.6,-1.8,CCN(Cc1cc2cc(OC)ccc2[nH]c1=O)C(=O)c1ccncc1
-2.51,0.6,4.0,3.8,0.0,-1.6,0.2,-15.3,-14.0,COc1cc(/C=N/n2c(=S)[nH]nc(C)c2=O)cc([N+](=O)[O-])c1O
0.987,-5.3,-18.6,8.0,2.2,1.3,-5.5,0.9[fluorescence artefact?],-4.5,CC(=O)N1CCC(N(CCN2CCOCC2)C(=S)Nc2ccccc2C)CC1
-0.0618,-3.1,-0.4,-3.1,-14.6,3.5,-0.3,3.1,-3.2,N#Cc1c(Cl)nc2c(c1C#N)CCCC2
-0.0342,-4.3,0.4,1.5,-4.9,1.6,-8.8,0.6,-1.8,N#C/C(C(N)=O)=C1/SC=C(c2ccccc2)N1c1ccccc1
-0.863,1.7,12.6,-11.4,-25.6,0.6,3.7,-3.2,-5.0,O=C(c1ccccc1F)N1C(=O)c2cccc3cccc1c23
·,-0.1,-3.3,-2.6,-24.9,2.5,-66.7,-4.6,-4.1,Cc1cc(NC(=O)CSc2ncn[nH]2)no1
0.913,0.8,8.8,5.4,-12.9[20 µM],10.9,·,-2.5,-26.2,CCCn1c(/N=C/c2c[nH]c3ccccc23)nc2ccccc21
0.639,1.1,-6.8,-3.6,-21.5,-2.3,·,2.9,-4.8,C=CCC(C(=O)OC)(C(=O)OC)c1ccc([N+](=O)[O-])cn1
·,-12.4,-22.1,1.6,-0.3[20 µM],-2.3[fluorescence artefact?],-5.4,-1.9,4.1,Cc1cccc(-c2cc3c(nn2)-c2ccccc2C3=O)c1

Five compounds out of the list, arranged by formula weight, rising.
Cl transport mod,thrombin 1536,hK5 inh,EBV gp42 block,Furin inhibitor,eIF4E-4G inh,Rad51 HR inh,14-3-3 Bad PPI,NCF1 inh,Compound
-1.49,-4.6,0.1,1.7,-22.8[20 µM],0.7,-8.5,2.1,-11.6,N#CCSc1nc(-c2ccccc2)cs1
-1.04,-0.9,-12.3,-16.9,-19.7,-2.6,7.2,-5.5[fluorescence artefact?],-6.0,Cc1cccc(C(=O)Nc2scc(CC(C)C)c2C(=O)O)c1
·,-5.1,-3.0,-9.4,-6.6[20 µM],-5.9,0.8,4.2,-1.4,Cc1nn(CC(=O)NCc2ccccc2Cl)c(C)c1[N+](=O)[O-]
0.185,5.1,8.1,-9.7,-23.1,-7.9,4.2,2.4,-0.9,Cc1ccc(NC(=O)CN(C)Cc2cc(=O)n3ccsc3n2)cc1
1.12,-0.8,0.0,-12.6,-20.8,-14.3,-3.6,8.4,0.7,CCc1nnc(NC(=O)C2CCCN(c3nc4ccccc4s3)C2)s1 (stereo not drawn)

High-throughput results deposited in PubChem BioAssay by several laboratories.
